SUMO1 PPI mod: SUMO1-SIM interaction modulation; P63165; SUMO1 binding to a labelled peptide, TR-FRET, 1 h; inhibition, % at 20 µM; 0.33% of 360,000 active; in the data active = inhibition above about 37%
Target sequence (P63165 whole entry, looked up): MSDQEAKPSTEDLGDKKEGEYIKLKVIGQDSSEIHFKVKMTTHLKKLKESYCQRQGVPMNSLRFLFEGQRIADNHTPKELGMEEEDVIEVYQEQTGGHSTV
Scp1 inh: inhibitors of human Scp-1 phosphatase; Q9GZU7; 0.88% of 340,000 active; Recombinant Scp1, phosphopeptide, malachite green phosphate absorbance; inhibition, % at 20 µM;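 active = inhibition above about 50% at 20 µM, limit read from the data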;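 note: plate controls were DMSO wells with enzyme for no effect and wells lacking enzyme for full effect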
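Times: enzyme reaction 45 min at room temperature, colour 5 min, stabilisation 30 min. Material: SCP-1 catalytic fragment, aa 76-261. Medium: Acidic Tris acetate buffer with magnesium and detergent. Signal: colorimetric free-phosphate detection, absorbance 630 nm. Read-out basis: % inhibition of SCP-1 phosphate liberation. Reagent: Phosphorylated 17-residue peptide substrate.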
STEP block: inhibitors of human striatal-enriched phosphatase STEP. P54829. recombinant STEP, OMFP fluorogenic substrate, fluorescence. inhibition, % at 20 µM. 0.25% of 360,000 active. AID 588621;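 active = inhibition at 20 µM, scaled per plate between control wells, above about 37%, limit read from the data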;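 note: 0% = DMSO with enzyme and substrate and 100% = substrate only without enzyme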
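Assay system: isolated STEP enzyme / Timing: 20 min at room temperature, dark / Doses: 20 µM, 1% DMSO / Technique: fluorescence intensity, excitation 480 nm, emission 540 nm / Reagent: fluorogenic phosphatase substrate OMFP at 25 µM final / Measure: percent inhibition scaled to no-enzyme and uninhibited-enzyme controls, plate-pattern corrected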
Rpn11 block: inhibitors of human proteasome Rpn11. O00487. 0.59% of 360,000 active. human 26S proteasome, Ub4-pepOG fluorescence polarization; 20S core pre-blocked with epoxomicin. calls only at 20 µM;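 active = inhibition at 20 µM, scaled to each plate's controls, above about 33%, limit read from the data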
Target sequence (O00487 whole entry, looked up): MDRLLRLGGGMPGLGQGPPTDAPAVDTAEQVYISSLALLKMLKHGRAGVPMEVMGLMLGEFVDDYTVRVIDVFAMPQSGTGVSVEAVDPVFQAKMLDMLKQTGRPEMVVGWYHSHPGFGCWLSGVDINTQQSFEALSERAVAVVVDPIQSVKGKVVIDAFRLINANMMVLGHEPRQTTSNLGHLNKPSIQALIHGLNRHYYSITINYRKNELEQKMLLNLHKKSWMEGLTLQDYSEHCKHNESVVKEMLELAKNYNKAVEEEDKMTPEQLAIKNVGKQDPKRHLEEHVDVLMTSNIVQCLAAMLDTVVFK
LMPTP inh: blocks human LMPTP phosphatase. P24666. recombinant LMPTP-A, OMFP fluorogenic substrate, fluorescence intensity. inhibition, % at 20 µM. 0.22% of 360,000 active. AID 651560;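 active = compounds that cut the enzyme signal by at least half of the control window in the single-dose screen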;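 note: plate controls were DMSO wells with enzyme plus substrate for no effect and substrate without enzyme for full effect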
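Test system: LMPTP-A phosphatase enzyme. Amount: LMPTP-A at 0.625 nM final in the reaction. Reagent: OMFP substrate, 400 µM final. Times: 50 min at room temperature. Signal: endpoint fluorescence intensity from OMFP dephosphorylation. Read-out basis: % inhibition. Benchmarks: no-enzyme and uninhibited controls.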
TbMetRS inhib: Trypanosoma brucei MetRS inhibition | 0.4% of 360,000 active | purified T. brucei MetRS, ATP depletion, Kinase-Glo luminescence | inhibition, % at 11.9 µM;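 active = inhibition above a per-plate cutoff of the control wells' mean inhibition plus 3 SD, cut at about 5.5% in these data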;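 note: 0% = DMSO wells median and 100% = median of wells with control inhibitor compound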
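Material – parasite MetRS enzyme · Medium – HEPES-MgCl2-KCl buffer plus DTT, spermine, BSA, pyrophosphatase · Reagent – ATP, methionine and E. coli bulk tRNA substrates · Times – 15 min enzyme-compound preincubation, 2 h reaction, 10 min detection, 25 °C · Measured by – luminescence of leftover ATP · Evaluation – percent inhibition relative to median high and low control wells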
NadD block: inhibitors of Staphylococcus aureus NadD; inhibition, % at 20 µM; purified NadD enzyme, colorimetric absorbance read-out; 0.78% of 360,000 active; in the data active = inhibition above about 26%; note: some compounds past the cut are filed as inactive
CSN inh: inhibitors of human CSN-mediated cullin deneddylation; 0.38% of 360,000 active; AID 651999; Purified CSN, SCF-Nedd8-OG deneddylation, fluorescence polarization; inhibition, % at 12.5 µM;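 active = pattern-corrected inhibition above about 35%, with an unprinted fluorescence ratio check between 0.5 and 1.5, limit read from the data, passing the limit was not always enough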;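 note: 0% = enzyme with substrate and 100% = substrate without enzyme; some results filed as inactive read as strong as hits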
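Assay system: purified human Csn5 enzyme expressed in HEK293T cells; Input: 0.24 nM Csn5 enzyme, final concentration; Reagent: 10 nM SCFSkp2-Nedd8OG; Compound dosing: 12.5 µM single point; Times: reaction 90 min, room temperature; Technique: fluorescence polarization readout.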
DNMT1 inh: inhibitors of human DNMT1 | DNMT1 molecular beacon, Hinp1I cleavage, fluorescence | 0.83% of 360,000 active | inhibition (reported as % activation of signal), % at 10 µM | AID 588458; in the data active = inhibition above about 50%
MLLE-PAM2 inh: blocks PAM2 peptide binding to the PABP1 MLLE domain. P11940. GST-MLLE / FITC-PAM2 fluorescence polarization. inhibition, % at 20 µM. 0.36% of 360,000 active; in the data active = inhibition above about 35%, passing the limit was not always enough;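 note: plate controls were DMSO wells with GST-MLLE for no effect and wells lacking GST-MLLE protein for full effect; some results filed as inactive read as strong as hits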
Target sequence (P11940 whole entry, looked up, the tested form may be a part): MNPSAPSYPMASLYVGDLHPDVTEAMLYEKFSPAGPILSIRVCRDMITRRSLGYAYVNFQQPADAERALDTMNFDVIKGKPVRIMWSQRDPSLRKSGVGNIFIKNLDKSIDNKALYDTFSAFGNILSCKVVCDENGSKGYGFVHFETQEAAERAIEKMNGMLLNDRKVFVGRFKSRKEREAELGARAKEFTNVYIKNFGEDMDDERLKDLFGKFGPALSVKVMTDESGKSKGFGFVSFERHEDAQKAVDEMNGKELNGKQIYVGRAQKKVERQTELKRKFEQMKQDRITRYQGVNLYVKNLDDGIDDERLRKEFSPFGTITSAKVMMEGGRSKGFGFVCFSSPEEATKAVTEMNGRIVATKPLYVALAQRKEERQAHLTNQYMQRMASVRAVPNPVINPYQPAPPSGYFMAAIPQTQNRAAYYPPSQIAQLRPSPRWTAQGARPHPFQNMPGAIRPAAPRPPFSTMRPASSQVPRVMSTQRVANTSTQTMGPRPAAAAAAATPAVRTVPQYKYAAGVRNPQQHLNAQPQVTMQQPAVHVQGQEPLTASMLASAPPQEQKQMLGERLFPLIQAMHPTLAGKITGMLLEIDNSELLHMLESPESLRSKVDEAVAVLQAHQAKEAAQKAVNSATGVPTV
* marks the source's active call; other numbers are inactive results; i = inactive; . = no result given; + = active, no number.

compound	SUMO1 PPI mod	Scp1 inh	STEP block	Rpn11 block	LMPTP inh	TbMetRS inhib	NadD block	CSN inh	DNMT1 inh	MLLE-PAM2 inh
COCC(C)NS(=O)(=O)c1ccc(C)cc1 (stereo not drawn)	-1.6	-12.2	-2.2	i	-0.6	-0.3	-3.9	2.2	10.9	9.6
O=C(N/N=C/C=C/c1ccccc1)c1cc2c(ccc3ccccc32)o1	-1.2	102.4*	65.6*	+	62.5*	-0.8	20.6	41.8*	94.1*	-21.8
O=C(CN(CCc1ccccc1)C(=O)c1csnn1)NC1CCCC1	-2.3	-6.1	-0.1	i	0.0	-0.3	-1.5	7.2	0.5	-0.5
CNC(=S)N/N=C/c1ccccc1OCC(=O)O	1.4	-5.4	5.8	i	-0.7	0.3	-4.0	2.7	2.7	-8.4
COc1cc2cc3c(N)c(C(=O)NCc4ccco4)sc3nc2cc1OC	10.5	-4.8	1.9	i	1.0	-0.1	15.4	-0.9	-4.2	4.0
COc1ccccc1NC(=S)N1CCC(c2nc3ccccc3o2)CC1	-0.9	6.6	1.8	i	0.1	-0.4	-4.3	5.0	6.8	-108.7
Brc1ccc(CNc2nc3ccccc3n2CCN2CCCCC2)cc1	3.9	-10.7	1.7	i	10.4	0.4	-12.6	0.8	-0.8	13.7
Cc1ccnc(N2CCC(C(=O)NNC(=O)COc3cccc4ccccc34)CC2)n1	-4.1	-3.7	-2.3	i	-2.1	-0.5	-3.0	-6.4	26.6	-10.4
CC1(C(=O)NC2CCCCCC2)CCN1C(=O)Cc1ccc(-c2ccccc2)cc1 (stereo not drawn)	-0.3	.	-0.4	i	1.9	0.3	-9.0	-0.8	-2.7	10.0
CC(=O)c1ccc2c3c(cccc13)CC2	-15.4	-9.2	-1.1	i	1.3	0.3	0.4	6.4	1.5	2.8
O=C(CC1C(=O)NCCN1Cc1ccc(-c2ccccc2)cc1)NCCc1ccccn1 (stereo not drawn)	2.6	-3.7	0.0	i	0.6	-0.3	7.7	-8.1	-8.8	16.9
CC(C)N1CCC1(C)C(=O)Nc1nccc2cccnc12 (stereo not drawn)	-7.7	.	-1.9	i	-2.8	-0.3	-6.0	-5.3	-7.0	-1.5
O=C(CCNC(=O)c1ccccc1Cl)Nc1cccc(S(=O)(=O)N2CCCC2)c1	2.9	-10.4	2.8	i	-2.0	0.0	-1.3	-2.4	3.6	0.2
COC(=O)CCN(C(=O)c1ccc(N2CCCC2)c([N+](=O)[O-])c1)c1ccccn1	-17.1	0.6	-1.6	i	1.0	-0.6	-8.9	10.1	1.0	1.0
CCCn1c(SCc2ccon2)nc2ccccc2c1=O	-4.4	-3.1	-6.3	i	0.0	-1.0	-3.9	4.4	-1.3	0.6
NS(=O)(=O)c1ccc(CCNC(=O)Cc2cccs2)cc1	-3.9	-6.5	-1.7	i	-0.8	-0.4	0.2	-0.8	-3.6	-11.9
NS(=O)(=O)c1ccc(CNC(=O)c2ccccc2SCC(=O)N2CCCC2)cc1	2.5	5.0	-1.2	i	-1.4	-0.5	-4.5	2.3	8.5	13.1
O=C(Cc1ccccc1)Nc1nonc1NC(=O)c1ccccc1	11.4	-9.1	-0.1	i	-0.4	9.1*	-0.1	2.1	2.3	-9.5
COc1ccc(S(=O)(=O)N2CCC(Cc3ccccc3)CC2)cc1NC(C)=O	2.4	-8.3	0.2	i	0.6	-0.8	2.6	-4.5	0.5	-4.1
CC(=O)Nc1ccc(NC(=O)c2ccc(-c3c(C)noc3C)c3ccoc23)cc1	22.5	.	0.3	i	-0.3	-0.7	0.7	-4.3	-4.1	-2.1
COc1ccccc1NC(=O)N1CCCC1C(=O)Nc1ccc2c(c1)OCCO2 (stereo not drawn)	-3.1	-4.0	1.7	i	-0.7	-0.5	-0.9	0.3	8.7	-7.6
Cc1ccc(C2C(C(=O)c3sc(C)nc3C)=C(O)C(=O)N2CCN(C)C)o1 (stereo not drawn)	-9.4	-2.7	3.1	i	-2.7	-0.3	1.2	-1.6	-2.3	-13.2
CC(C)c1cc(CN2CCN(C3CCCC3)C(CCO)C2)[nH]n1 (stereo not drawn)	1.4	-5.2	1.1	i	-1.7	-0.1	-5.8	4.6	3.7	4.2
C=C(C)Cn1cnc2c(oc3nc4c(cc32)CCCC4)c1=O	-6.8	-4.3	1.4	i	-0.3	-0.1	-1.7	-1.4	3.0	8.2
CN1CC(=O)N2Cc3[nH]c4ccccc4c3C[C@H]2C1=O	5.0	-12.3	-2.3	i	-2.1	1.2	-1.1	-3.0	0.1	-3.1

Arranged by number of heavy atoms (smallest number first): four of the compounds above.
compound	SUMO1 PPI mod	Scp1 inh	STEP block	Rpn11 block	LMPTP inh	TbMetRS inhib	NadD block	CSN inh	DNMT1 inh	MLLE-PAM2 inh
CC(=O)c1ccc2c3c(cccc13)CC2	-15.4	-9.2	-1.1	i	1.3	0.3	0.4	6.4	1.5	2.8
CC(C)N1CCC1(C)C(=O)Nc1nccc2cccnc12 (stereo not drawn)	-7.7	.	-1.9	i	-2.8	-0.3	-6.0	-5.3	-7.0	-1.5
O=C(CN(CCc1ccccc1)C(=O)c1csnn1)NC1CCCC1	-2.3	-6.1	-0.1	i	0.0	-0.3	-1.5	7.2	0.5	-0.5
COc1cc2cc3c(N)c(C(=O)NCc4ccco4)sc3nc2cc1OC	10.5	-4.8	1.9	i	1.0	-0.1	15.4	-0.9	-4.2	4.0

(more compounds)
compound	SUMO1 PPI mod	Scp1 inh	STEP block	Rpn11 block	LMPTP inh	TbMetRS inhib	NadD block	CSN inh	DNMT1 inh	MLLE-PAM2 inh
O=[N+]([O-])c1ccc(CSc2ccccn2)cc1	-24.6	-6.0	-2.1	i	0.4	-0.2	1.3	-3.8	-6.5	12.5
Cc1ccc(S(N)(=O)=O)c(C)c1N1CCCC1=O	2.6	-3.6	1.7	i	-0.6	-0.9	-2.3	9.9	1.5	-4.7
CCOC(=O)N1CCC(N(CCN(C)C)C(=S)Nc2cccc(SC)c2)CC1	-0.2	-0.7	19.1	i	-6.0	0.2	-7.4	0.0	-1.1	17.2
O=C(Nc1nc2ccccc2s1)NC1CCCCC1	7.3	-0.7	0.5	i	0.5	-0.8	-7.5	-2.0	-1.7	0.0
CCN(CC)CCNC(=O)CSc1c2c(nc3cc(Cl)ccc13)CCCC2	-11.9	-6.0	-3.4	i	-0.2	-0.4	-6.4	2.2	0.6	15.5
CSC1=NC(C)(C)CC2(C)Nc3ccccc3N12 (stereo not drawn)	-8.4	-0.9	-4.1	i	2.3	0.0	-0.4	2.8	9.4	-16.3
Clc1ccc(-c2nc(N3CCOCC3)nc3ccccc23)cc1	-9.5	-2.2	0.9	i	-0.6	-0.8	-1.8	-4.7	-0.3	2.9
Cn1c(=O)c2c(nc(CN3CCCCC3)n2Cc2c(F)cccc2Cl)n(C)c1=O	-0.8	1.5	3.3	i	-1.3	0.1	1.1	-1.4	2.4	6.8
Cc1nc2cc(F)ccc2n1C1CCN(C(=O)c2c(F)cccc2F)CC1	2.3	-12.9	2.9	i	-0.3	0.2	6.4	-12.3	-0.8	-17.4
Cc1cc(C)nc(SCc2ccc(Br)cc2)n1	1.4	-2.4	0.6	i	3.4	0.4	-1.7	-0.6	-2.6	-2.1
CN(/C(=N/S(=O)(=O)c1cccs1)c1ccccc1)c1ccc(O)cc1	1.4	-11.7	0.1	i	-0.1	0.3	-0.9	-3.6	-1.2	-4.8
O=S(=O)(Nc1ccc(N2CCOCC2)cc1)c1cc(Cl)ccc1Cl	4.7	8.9	-3.7	i	-0.7	4.2	2.2	-3.2	-1.0	-10.8
c1ccc(Nc2c(-c3ccco3)nc3ccccn23)cc1	1.3	-4.2	-0.9	i	1.0	-0.4	3.0	-2.6	-10.8	7.2
CCCOC(=O)c1ccc(Nc2nc(C)cc(=O)[nH]2)cc1	1.9	3.6	6.4	i	-1.1	-0.8	-1.2	0.3	-6.7	-11.3
NC(=O)c1ccc(CN2CCC(Cc3ccccc3)CC2)cc1	-0.9	-5.2	3.3	i	-1.2	0.0	-4.9	-5.2	-0.9	-5.5
COC(=O)c1cc(S(=O)(=O)N2CCCCCC2)cn1C	-1.9	-2.4	0.3	i	-1.2	-0.1	-1.1	1.9	0.4	-10.8
O=C(CSc1nc2cccnc2n1Cc1ccccc1)N1CCCC1	-3.3	1.9	0.2	i	0.0	-0.3	-7.9	4.3	0.9	-26.3
CC1=C(C(=O)N(C(C)C)C(C)C)CC(CC(=O)NC2CC2)C(=O)N1Cc1ccc(F)cc1 (stereo not drawn)	-3.2	.	0.1	i	-1.1	-0.1	-0.6	-3.0	-4.8	9.6
CCS(=O)(=O)Nc1ccc(-c2nnc(SCC(=O)c3ccc(NC(C)=O)c(OC)c3)o2)cc1	7.2	-7.2	-7.1	i	5.1	-1.6	-10.7	45.8*	-2.6	-16.6

Full records from above.
CCS(=O)(=O)Nc1ccc(-c2nnc(SCC(=O)c3ccc(NC(C)=O)c(OC)c3)o2)cc1 across the screens: SUMO1 PPI mod: 7.2; Scp1 inh: -7.2; STEP block: -7.1; Rpn11 block: i; LMPTP inh: 5.1; TbMetRS inhib: -1.6; NadD block: -10.7; CSN inh: 45.8*; DNMT1 inh: -2.6; MLLE-PAM2 inh: -16.6
CCOC(=O)N1CCC(N(CCN(C)C)C(=S)Nc2cccc(SC)c2)CC1 across the screens: SUMO1 PPI mod: -0.2; Scp1 inh: -0.7; STEP block: 19.1; Rpn11 block: i; LMPTP inh: -6.0; TbMetRS inhib: 0.2; NadD block: -7.4; CSN inh: 0.0; DNMT1 inh: -1.1; MLLE-PAM2 inh: 17.2

Random excerpt: 3 compounds from above.
compound	SUMO1 PPI mod	Scp1 inh	STEP block	Rpn11 block	LMPTP inh	TbMetRS inhib	NadD block	CSN inh	DNMT1 inh	MLLE-PAM2 inh
O=C(CSc1nc2cccnc2n1Cc1ccccc1)N1CCCC1	-3.3	1.9	0.2	i	0.0	-0.3	-7.9	4.3	0.9	-26.3
O=C(Nc1nc2ccccc2s1)NC1CCCCC1	7.3	-0.7	0.5	i	0.5	-0.8	-7.5	-2.0	-1.7	0.0
Cn1c(=O)c2c(nc(CN3CCCCC3)n2Cc2c(F)cccc2Cl)n(C)c1=O	-0.8	1.5	3.3	i	-1.3	0.1	1.1	-1.4	2.4	6.8
